# EBNA-1 inhibitor – blocks EBNA-1 binding to DNA; EBNA-1 DNA binding, fluorescence polarization; inhibition, % at 14.8 µM; AID 1950; 300,000 tested, 0.34% active; in the data active means inhibition above about 28%
# Bcl-xL primary – Bcl-xL (human) inhibition. GST-Bcl-xL / FITC-Bim BH3 peptide fluorescence polarization. inhibition, % at 10.9 µM. 320,000 tested, 0.7% active. AID 2129;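 active means inhibition above the mean of all tested compounds plus 3 SD, cutoff set per campaign, cut at about 30% in these data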;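 further: 0% = DMSO wells and 100% = unlabeled Bim-BH3 peptide competitor; inhibitors lower millipolarization by displacing the labeled peptide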
# Target sequence (Q07817 whole entry, looked up): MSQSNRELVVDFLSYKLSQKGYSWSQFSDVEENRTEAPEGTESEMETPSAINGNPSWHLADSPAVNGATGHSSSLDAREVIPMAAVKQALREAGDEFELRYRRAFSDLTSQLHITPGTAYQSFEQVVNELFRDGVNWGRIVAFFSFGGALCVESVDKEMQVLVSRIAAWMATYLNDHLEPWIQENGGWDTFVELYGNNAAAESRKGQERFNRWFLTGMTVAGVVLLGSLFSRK
# Efflux pump mplx – blocks antifungal efflux pumps in multiplex yeast assay. S. cerevisiae Candida pump triplex, Nile Red efflux. inhibition, % at 10 µM. 330,000 tested, 0.44% active;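 active means plate passing quality check with inhibition over a set limit, or well fluorescence over plate mean plus 4 SD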;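 further: Nile Red retained in pooled yeast measured as flow cytometry median fluorescence; 0% = buffer negative control and 100% = Enniatin B positive control; higher means more Nile Red kept so more efflux inhibition; some compounds called inactive have numbers as strong as hits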
# GLD-1 TGE inh – GLD-1-TGE RNA interaction inhibition (C. elegans) | purified GLD-1 + fluorescein TGE RNA, fluorescence polarization | inhibition, % at 5.96 µM | Q17339 | 320,000 tested, 0.44% active;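 active means percent inhibition above a per-plate cutoff, the plate mean of test compounds plus 3 SD, cut at about 30% in these data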;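 further: 0% = DMSO wells with GLD-1 and probe and 100% = wells lacking GLD-1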
# MEX-5 binding – C. elegans MEX-5 TCR-2 RNA binding activity | 300,000 tested, 0.38% active | MEX-5/FITC-TCR2 RNA binding, fluorescence polarization; active compounds read low | AID 1832 | activity score (negative = inhibition of binding), % at 10 µM;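 active means inhibition past about -25% in most replicates, and total fluorescence under double the plate's negative control median, limit read from the data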;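 further: 0% = DMSO and -100% = 5 µM competing unlabeled TCR2 RNA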
# Target sequence (Q9XUB2 whole entry, looked up): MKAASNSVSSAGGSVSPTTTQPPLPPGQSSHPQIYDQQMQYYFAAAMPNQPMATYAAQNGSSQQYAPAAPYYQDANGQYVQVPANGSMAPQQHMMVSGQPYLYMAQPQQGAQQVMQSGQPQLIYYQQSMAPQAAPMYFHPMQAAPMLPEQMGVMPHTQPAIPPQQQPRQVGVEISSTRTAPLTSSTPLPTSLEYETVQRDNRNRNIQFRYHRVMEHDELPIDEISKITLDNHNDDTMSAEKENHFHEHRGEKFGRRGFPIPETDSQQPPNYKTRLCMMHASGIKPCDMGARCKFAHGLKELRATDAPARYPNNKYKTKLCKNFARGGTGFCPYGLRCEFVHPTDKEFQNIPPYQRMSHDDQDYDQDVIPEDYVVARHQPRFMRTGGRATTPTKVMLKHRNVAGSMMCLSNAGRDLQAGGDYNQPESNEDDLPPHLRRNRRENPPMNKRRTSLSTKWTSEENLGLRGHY
# ZTA counter – ZTA (EBV) inhibition in EBNA-1 counter-screen; inhibition, % at 11 µM; P03206; ZTA-DNA binding, fluorescence polarization; 320,000 tested, 0.15% active; AID 2234; in the data active means inhibition above about 33%
# Target sequence (P03206 whole entry, looked up): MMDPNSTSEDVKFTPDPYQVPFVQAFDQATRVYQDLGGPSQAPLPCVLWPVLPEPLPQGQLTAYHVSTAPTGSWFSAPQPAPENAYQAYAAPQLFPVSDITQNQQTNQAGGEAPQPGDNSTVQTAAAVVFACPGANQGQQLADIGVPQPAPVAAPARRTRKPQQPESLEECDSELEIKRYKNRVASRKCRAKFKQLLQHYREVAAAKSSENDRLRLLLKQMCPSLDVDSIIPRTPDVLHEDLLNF
# MCL1 BIM primary – disrupts human MCL1 binding to BIM-BH3 peptide. Q07820. GST-MCL1 / FITC-Bim-BH3 fluorescence polarization. inhibition, % at 10.9 µM. 320,000 tested, 0.68% active. AID 2057;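 active means inhibition above the mean inhibition of all tested compounds plus 3 SD, set per campaign, cut at about 40% in these data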;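 further: 0% = DMSO wells and 100% = unlabeled Bim-BH3 peptide control; higher means more loss of mP so more displacement of Bim peptide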
# Fam108B inh – blocks mouse Fam108B hydrolase in RBBP9 counter-screen; 300,000 tested, 0.33% active; inhibition, % at 9.51 µM; recombinant Fam108B, FP-Rh probe fluorescence polarization;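 active means inhibition above the screen mean inhibition plus 3 SD, computed separately per campaign, cut at about 18% in these data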;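 further: inhibitors lower polarization as less probe binds the enzyme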
# Yeast superoxide – caloric restriction mimetics inhibiting age-related superoxide in yeast | 330,000 tested, 0.18% active | AID 2690 | S. cerevisiae aged cells, superoxide DHE fluorescence; active compounds read low | superoxide response (% of plate mean), % at 10 µM;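 active means superoxide response under a set limit, about three screen SD below normal, cut at about 65% in these data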;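 further: yeast aged for seven days with compound at 30 °C before DHE staining; 100% = average MFI of all compound-treated wells on the plate with controls excluded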
# Starred values were filed as active, the others as inactive; . = no result given.
no.	Structure	EBNA-1 inhibitor	Bcl-xL primary	Efflux pump mplx	GLD-1 TGE inh	MEX-5 binding	ZTA counter	MCL1 BIM primary	Fam108B inh	Yeast superoxide
1	COC(=O)c1ccc(Cl)cc1N(Cc1c(F)cccc1Cl)S(C)(=O)=O	-8	5	0.3	-5	-0.2	4	14	2	84
2	CCN(C(=O)CSc1nc2ccccc2n1CC)C1CCS(=O)(=O)C1 (configuration not stated)	10	-6	0.2	-5	0.5	6	-4	1	90
3	Cc1ccccc1OCC(O)Cn1c2ccccc2c2ccccc21 (configuration not stated)	-6	1	0.1	10	2.5	14	5	-13	103
4	COCCN(C(=O)Nc1ccccc1)c1ccccc1	1	1	-0.2	2	0.8	-4	-8	0	93
5	COc1ccc(CCC(=O)N2CC(C)OC(C)C2)cc1 (configuration not stated)	5	0	0.0	6	.	-20	7	3	93
6	O=C1NC[C@H](Cc2ccccc2)N(CCc2cccc(F)c2)C1=O	-3	2	-0.1	8	-1.1	-10	3	0	93
7	COc1ccc(N2CCN(C(CNC(=O)c3cccs3)c3ccco3)CC2)cc1 (configuration not stated)	1	0	-0.1	9	-1.2	-2	2	-3	99
8	O=C(Nc1ccc(-n2cc(Cl)cn2)cc1)c1ccncc1	-7	4	-0.1	0	-1.7	-11	12	-2	90
9	CCNc1nc(CN2CCCCC2)nc2scc(-c3ccccc3)c12	-1	4	0.0	-1	0.0	6	3	1	97
10	CCOc1ccc(S(=O)(=O)Nc2ccc(C(=O)NCC(c3ccco3)N(C)C)cc2)cc1 (configuration not stated)	-3	5	0.2	2	-1.5	-14	10	1	109
11	C=CCSC1=C(C#N)C2(CCCCC2)C(C#N)C(=O)N1 (configuration not stated)	-1	8	0.0	1	-2.1	2	10	2	98
12	CCN(CCO)c1nc(NCc2ccccc2)c2cnn(C)c2n1	10	3	-0.1	-2	-2.6	-3	0	-1	88
13	CC(=O)c1cc(F)c(N2CCCC2)cc1C	-8	-1	-0.1	7	2.6	-22	12	-3	102
14	COc1ccc(C(=O)N/N=C2\CCc3ccccc32)cc1OC	11	5	0.0	1	0.2	17	5	4	103
15	CC(=O)c1c2c3c(c(Br)ccc3n(C)c1=O)C(=O)c1ccccc1-2	-2	67*	0.2	57*	-4.3	0	64*	12	150
16	CC1Cc2ccccc2N1C(=O)c1ccc(N2CCCCC2)c([N+](=O)[O-])c1 (configuration not stated)	5	2	-1.7	1	0.5	2	7	6	98
17	COc1ccc(OCC(=O)Nc2c3c(nn2-c2ccc(OC)cc2)CS(=O)(=O)C3)cc1	6	4	0.6	3	1.7	12	1	1	105
18	CC(=O)c1c(COC(=O)c2cccnc2)nc2ccccc2[n+]1[O-]	7	-17	0.2	1	-1.4	8	-21	6	99
19	CSc1ccc(-c2cc(=O)c3ccccc3o2)cc1	0	-1	0.1	2	1.2	-8	-8	2	94
20	COc1ccc(-c2cn3ccsc3n2)cc1	12	2	0.1	3	1.9	4	0	-2	97

# From compound 5 to 15, copied from above:
no.	Structure	EBNA-1 inhibitor	Bcl-xL primary	Efflux pump mplx	GLD-1 TGE inh	MEX-5 binding	ZTA counter	MCL1 BIM primary	Fam108B inh	Yeast superoxide
5	COc1ccc(CCC(=O)N2CC(C)OC(C)C2)cc1 (configuration not stated)	5	0	0.0	6	.	-20	7	3	93
6	O=C1NC[C@H](Cc2ccccc2)N(CCc2cccc(F)c2)C1=O	-3	2	-0.1	8	-1.1	-10	3	0	93
7	COc1ccc(N2CCN(C(CNC(=O)c3cccs3)c3ccco3)CC2)cc1 (configuration not stated)	1	0	-0.1	9	-1.2	-2	2	-3	99
8	O=C(Nc1ccc(-n2cc(Cl)cn2)cc1)c1ccncc1	-7	4	-0.1	0	-1.7	-11	12	-2	90
9	CCNc1nc(CN2CCCCC2)nc2scc(-c3ccccc3)c12	-1	4	0.0	-1	0.0	6	3	1	97
10	CCOc1ccc(S(=O)(=O)Nc2ccc(C(=O)NCC(c3ccco3)N(C)C)cc2)cc1 (configuration not stated)	-3	5	0.2	2	-1.5	-14	10	1	109
11	C=CCSC1=C(C#N)C2(CCCCC2)C(C#N)C(=O)N1 (configuration not stated)	-1	8	0.0	1	-2.1	2	10	2	98
12	CCN(CCO)c1nc(NCc2ccccc2)c2cnn(C)c2n1	10	3	-0.1	-2	-2.6	-3	0	-1	88
13	CC(=O)c1cc(F)c(N2CCCC2)cc1C	-8	-1	-0.1	7	2.6	-22	12	-3	102
14	COc1ccc(C(=O)N/N=C2\CCc3ccccc32)cc1OC	11	5	0.0	1	0.2	17	5	4	103
15	CC(=O)c1c2c3c(c(Br)ccc3n(C)c1=O)C(=O)c1ccccc1-2	-2	67*	0.2	57*	-4.3	0	64*	12	150

# Next part.
no.	Structure	EBNA-1 inhibitor	Bcl-xL primary	Efflux pump mplx	GLD-1 TGE inh	MEX-5 binding	ZTA counter	MCL1 BIM primary	Fam108B inh	Yeast superoxide
21	COCCN(C(=O)COC(=O)c1ccccc1Oc1ccccc1)c1c(N)n(Cc2ccccc2)c(=O)[nH]c1=O	-4	5	-0.2	-4	1.1	-11	-5	1	102
22	O=C(CN1c2cccc3cccc(c23)S1(=O)=O)NCc1ccc(Cl)cc1	.	2	0.2	-6	.	-1	1	.	125
23	COc1ccc2ccccc2c1CNCc1ccc(C)cc1	-5	8	0.0	2	-1.5	2	8	-4	100
24	CCOCCCNC(=O)C(C)NS(=O)(=O)c1ccc(C)cc1 (configuration not stated)	11	-2	-0.1	-6	-0.6	2	1	0	98
25	CCOc1ccc(-n2c(SCC(=O)Nc3nccs3)nc3c(c2=O)SCC3)cc1	12	2	-0.1	5	-2.9	-7	0	-7	90
26	Cc1cccn2c(=O)c(/C=C(\C#N)C(=O)NC3CCS(=O)(=O)C3)c(N3CCC(C)CC3)nc12 (configuration not stated)	0	4	0.3	4	0.8	-7	2	-4	84
27	Cc1ccc(NC(=O)COc2cccc3ccccc23)c(O)c1	.	2	0.1	-4	.	15	-3	.	101
28	CS(=O)(=O)N(CC(=O)N1CCCCCC1)c1cccc(Br)c1	-6	0	1.2	-1	2.6	3	5	-6	104
29	O=C(Cc1ccc2ccccc2c1)Nc1ccccc1Br	-4	1	0.0	0	4.2	-7	7	1	92
30	COCCn1c(=O)[nH]c2cc(C(=O)NCCCN3CCN(c4ccc(F)cc4)CC3)ccc2c1=O	6	0	0.0	1	1.6	16	-6	0	104
31	CCN(CC)S(=O)(=O)c1cccc(NC(=O)C2SC(=Nc3ccc(C)cc3C)C(C(=O)NC(C)COC)=C2N)c1 (configuration not stated)	8	9	0.0	-3	2.9	1	6	6	97
32	Cc1ccc(S(=O)(=O)N(C)C)cc1NC(=S)NC(C)CCCC(C)C (configuration not stated)	-1	8	0.3	-3	-4.2	7	10	-6	96
33	Cc1cc(Cl)ccc1OCC(=O)OC(C)C(=O)NC(N)=O (configuration not stated)	-5	0	0.0	-5	-3.8	0	-1	-4	103
34	O=C1NC(=O)/C(=C\c2ccccc2Oc2ccc(F)c(F)c2)S1	-2	4	-0.1	-1	2.0	8	6	-8	106
35	Cc1ccnc(NC(=S)NC(=O)/C=C/c2ccc(Cl)cc2)c1	5	3	0.7	8	0.1	3	4	1	91
36	O=S(=O)(Nc1nc2ccccc2nc1OCC(F)(F)F)c1cccs1	7	12	0.0	3	-3.4	-3	9	1	103
37	Cc1cccc(OCC2=N/C(=C\N(C)C)C(=O)O2)c1	2	2	0.0	9	-2.7	-11	-7	0	109
38	CCOC(=O)CSc1nsc(SCC(=O)OCC)c1C#N	-7	7	0.0	5	-1.7	1	9	2	100
39	CCOC(=O)NC1(Nc2ccc(C)cc2)Oc2ccccc2O1	-5	28	-0.4	1	-3.2	4	58*	2	107
40	Nc1n[nH]c(N)c1N=Nc1ccccc1F	-2	5	-0.1	7	-1.1	-1	0	1	115
41	Cc1cc([N+](=O)[O-])ccc1-c1ccc(/C=N/NC(=O)c2ccc(Br)o2)o1	0	15	-0.2	1	-58*	-4	16	-8	102
42	CCC(=O)N1CCc2cc(S(=O)(=O)CCC(=O)Nc3ccc(C)cn3)ccc21	1	1	-0.1	0	-1.1	4	-1	2	84
43	CC1CCN(CCCNC(=O)CCCNC(=O)Cn2cnc3sc4c(c3c2=O)CCCC4)CC1	8	4	-0.1	4	1.3	-3	13	1	79
44	COc1ccc(-n2c(C)cc(C(=O)Cn3c(NCCO)nc4ccccc43)c2C)cc1	-10	3	-0.2	-2	-0.6	4	0	-3	102
45	CCOC(=O)c1c(NC(=O)c2ccccc2C(=O)O)sc2c1CCC2	-2	6	-0.1	2	-0.9	-4	5	-1	95
46	CCOc1ccc(NC(=S)N2CCC(NC(=O)c3ccccc3C)CC2)cc1	-1	1	0.0	3	1.5	1	10	2	105
47	Cc1ccc(S(=O)(=O)NCCC(=O)NC(C)c2ccccc2)cc1 (configuration not stated)	-4	2	-0.1	3	1.8	11	4	0	113
48	Cc1ccc(NC2CCCN(C(=O)c3ccc4[nH]ccc4c3)C2)cc1C (configuration not stated)	-3	3	0.1	-7	0.6	14	-3	4	99
49	CC(=O)Nc1nc(=S)n(-c2ccccc2)[nH]1	-6	-15	0.1	3	-0.4	-3	-26	2	95
50	OC(CNCC1COc2ccccc2O1)COc1ccccc1F (configuration not stated)	-6	2	-0.1	-4	1.7	5	-5	1	108
51	CC1CC(C)CN(C(=O)c2ccc(CNc3c(N4CCCC4)c(=O)c3=O)cc2)C1 (configuration not stated)	-2	2	0.0	-1	-4.1	7	3	-2	100
52	COc1ncnc2c1oc1nc(C(C)C)c3c(c12)CC(C)(C)OC3	-16	9	0.0	8	0.1	-15	13	4	94
53	OCCC1CN(Cc2nc3ccccc3s2)CCN1C1CCCCC1 (configuration not stated)	6	-2	0.0	2	2.5	14	5	1	88
54	CC(=O)c1ccccc1NC(=O)COC(=O)CSCC(=O)Nc1cc(C)on1	1	-5	0.1	4	-1.4	0	-3	0	108
55	COC(=O)c1ccc2c(C(C)(C)O)c(C(C)(C)O)[nH]c2c1	6	7	-0.1	1	-0.9	3	5	-2	100
56	CN1CCc2c(sc(/N=C/c3c[nH]c4ccccc34)c2C(N)=O)C1	2	2	0.1	-51	-5.8	-2	2	3	98
57	CC(=O)Nc1c(C)ccc(S(N)(=O)=O)c1C	2	0	-0.1	0	-0.4	-25	10	1	120
58	COc1ccc(/C(C)=C(\C#N)C(=O)OC(C)C)cc1OC	9	-1	0.0	0	1.2	5	0	-1	126
59	C=CCNC(=O)C(=O)Nc1ccc2c(c1)N(S(=O)(=O)c1cccs1)CCC2	15	1	0.1	0	1.1	13	-2	1	94
60	O=C(N/C(C(=O)N1CCOCC1)=C(\Sc1ncccn1)c1ccccc1)c1ccccc1	7	17	0.1	3	0.9	-20	19	3	108
61	CN(Cc1ccccc1)S(=O)(=O)c1ccccc1[N+](=O)[O-]	5	5	0.0	-4	-0.9	-14	6	3	94
62	CS(=O)(=O)Nc1nnc(Cc2ccccc2)s1	-13	3	0.2	4	2.4	4	5	1	92

# Hits appear at their usual frequency, and some 2.3% of all compounds hit somewhere here.
